Vif-APOBEC3G blk – blocks the Vif interaction with human APOBEC3G | Q9HC16 | HeLa A3G-eYFP + Vif (tagged APOBEC3G with the HIV-1 protein that degrades it), YFP fluorescence, overnight | Potency, µM (series often up to 46.1 µM), without a hit: at the top dose activity, negative = active, hits mostly inhibitors | hit rate 0.076% among 410,000 | AID 602310;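 note: potency is the fitted concentration of half-maximal effect; % is set by controls: 0 for no effect and ±100 for the full control effect; nearly all actives have a fitted effect of over 60% in size; hits raise eYFP signal because A3G escapes Vif-driven loss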
Target sequence (Q9HC16 whole entry, looked up): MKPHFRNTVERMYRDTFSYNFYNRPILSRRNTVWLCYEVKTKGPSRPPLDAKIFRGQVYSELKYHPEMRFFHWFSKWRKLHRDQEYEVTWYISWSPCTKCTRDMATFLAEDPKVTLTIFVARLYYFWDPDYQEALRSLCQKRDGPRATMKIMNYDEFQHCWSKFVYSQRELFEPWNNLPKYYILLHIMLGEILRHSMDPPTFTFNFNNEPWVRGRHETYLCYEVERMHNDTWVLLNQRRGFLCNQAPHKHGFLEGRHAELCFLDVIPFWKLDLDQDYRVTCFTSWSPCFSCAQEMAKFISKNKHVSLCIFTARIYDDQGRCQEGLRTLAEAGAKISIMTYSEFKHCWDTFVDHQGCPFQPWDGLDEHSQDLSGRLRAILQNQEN
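Read-out is eYFP fluorescence (Ex 488/Em 500-530) from Vif-expressing HeLa A3G-eYFP cells; more signal means A3G escaped Vif-mediated degradation. Cells plated overnight, compound pinned in, incubated overnight at 37 deg C.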
ERG Ets-DNA blk – ERG Ets/DNA interaction inhibition; hit rate 0.028% among 370,000; fluorescence polarization, His-ERG Ets domain / labelled DNA; AID 624246; P11308; Potency, µM (highest dose often 76.9 µM), inactives show at the highest dose FP activity, negative = inhibition, most hits filed as inhibitors; active = well fitted inhibition curve with a large enough effect in the polarisation, with a control signal flat; inconclusive = small, poorly fitted or top-dose-only effect, or effect the other way, or a change in a side signal; inactive = no such curve, though single readings can be large or run the other way; the % refers to the polarisation;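 note: polarization taken with two DNA probes labelled with fluorescein and Texas red; potency is the fitted concentration of half-maximal effect; % of control where 0% means no effect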
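His-tagged ERG Ets domain (1 uM in the protein solution; 300mM KCl, 50mM Tris-HCl, 1mM EDTA, 1mM DTT, pH 7.5) received compound, then a probe mix of 5 nM fluorescein-DNA and 100nM Texas-615-DNA. Fluorescence polarization was read for both dyes.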
Glioma ERSR ind – inducers of ER stress response in human glioma cells | AID 602332 | U87-MG GRP78 promoter luciferase reporter, 16 h | Potency, µM, without a hit: at the top dose activation, hits mostly activators | hit rate 0.02% among 420,000; note: potency is the fitted concentration of half-maximal effect; series mostly up to about 76 µM; % of control where 0% means no effect; nearly all actives have a fitted effect of over 35% in size
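Stably transfected U87-MG human glioma cells carrying a GRP78-based luminescent sensor were seeded at 1000 cells/well, pin-dosed with compounds and incubated 16 h. Luciferase reagent was then added, and end-point luminescence was read after 10 min at room temperature.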
D2 agonist – activates the human D2 dopamine receptor | activation, % at 2 µM | AID 485358 | P14416 | hit rate 0.53% among 340,000 | HEK293 T-REx D2 cells, calcium flux agonist mode;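 active = activation over 3 SD above normal in the single-dose calcium agonist read, cut at about 30% in these data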; note: 0% is about no effect
Target sequence (P14416 whole entry, looked up): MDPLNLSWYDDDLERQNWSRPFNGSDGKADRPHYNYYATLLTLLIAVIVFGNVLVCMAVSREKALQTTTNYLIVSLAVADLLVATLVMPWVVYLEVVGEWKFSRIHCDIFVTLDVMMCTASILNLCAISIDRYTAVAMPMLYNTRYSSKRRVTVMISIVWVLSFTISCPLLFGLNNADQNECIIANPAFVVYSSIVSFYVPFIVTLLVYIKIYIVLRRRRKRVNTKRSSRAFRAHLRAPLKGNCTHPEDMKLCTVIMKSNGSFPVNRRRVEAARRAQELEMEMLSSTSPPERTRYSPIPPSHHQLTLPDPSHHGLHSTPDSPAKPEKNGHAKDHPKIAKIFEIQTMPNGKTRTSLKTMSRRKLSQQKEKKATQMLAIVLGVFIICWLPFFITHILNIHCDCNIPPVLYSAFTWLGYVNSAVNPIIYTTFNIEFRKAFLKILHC
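Tetracycline-induced HEK293 T-REx cells with force-coupled D2 receptor, plated overnight at 30 C, loaded with no-wash calcium dye. After a 10 s baseline, compound was pin-added and calcium flux read kinetically for 180 s; calcium rises flagged agonists.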
Vif-A3F inh – inhibitors of Vif-A3F interaction. HeLa A3F-eYFP + Vif (tagged APOBEC3F with the HIV-1 protein that degrades it), YFP fluorescence increase. Potency, µM (doses to about 46.1 µM), for the others: at the top dose activity, negative = active. hit rate 0.2% among 390,000; note: potency is the fitted concentration of half-maximal effect; % of control where 0% means no effect; nearly all actives have a fitted effect of over 65% in size
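Fluorescence increase (Ex 488/Em 500-530) after overnight compound treatment at 37 deg C flags inhibition of Vif-driven A3F-eYFP loss in stable HeLa A3F-eYFP/Vif cells seeded overnight beforehand.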
12-LOX inh – inhibitors of human 12S-lipoxygenase ALOX12. Potency, µM (top dose mostly 108 µM), inactives show top-dose activity change, negative = inhibition, actives largely listed as inhibitors. hit rate 1.1% among 580,000. purified 12hLO, xylenol orange hydroperoxide absorbance; note: potency is the fitted concentration of half-maximal effect; % is set by controls: 0 for no effect and ±100 for the full control effect
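Hydroperoxide product was detected by ferrous iron/xylenol orange as the 573 to 405 nm absorbance ratio. Arachidonic acid at 40 uM (final) was turned over for 30 min at room temperature by 150 nM human 12hLO, pH 7.0 Hepes buffer, after 15 min compound preincubation.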
LDHA inh – inhibitors of human lactate dehydrogenase A | P00338 | purified LDHA, NADH/diaphorase-resazurin fluorescence; hits give low values | activity change, % (values are at about 110 or 230 µM) | hit rate 0.15% among 480,000 | AID 1347041; in the data active = activity change below about -30%; inconclusive = mostly about -25% to -30%;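 note: plate controls were DMSO wells for no effect and wells without enzyme for full effect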
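Human LDH5 (2 nM) was incubated with 0.06 mM NADH and 0.2 mM pyruvate for 5 min at room temperature in Tris pH 7.4. Remaining NADH was coupled through diaphorase/resazurin, and resorufin fluorescence was read at 0 and 20 min.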
D2 antagonist – D2 dopamine receptor (human) antagonism; hit rate 2% among 340,000; P14416; AID 485344; HEK293 TREx D2 cells, calcium flux, dopamine EC80; inhibition, % at 10 µM; in the data active = inhibition above about 30%; note: 0% is about no effect
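Measurement of antagonist activity uses fluorescent calcium dye in inducible HEK293 T-REx D2 cells: 10 s baseline, compound addition with 180 s read, EC80 dopamine addition with a further 180 s read.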
RGS4 inhibitor – blocks human RGS4-accelerated GTP hydrolysis. P49798. Transcreener GDP fluorescence polarization, RGS4-accelerated GTP hydrolysis. Potency, µM (series often up to 114 µM), without a hit: at the top dose activity change, negative = inhibition, actives largely listed as inhibitors. hit rate 0.039% among 390,000; note: potency is the fitted concentration of half-maximal effect; % is set by controls: 0 for no effect and ±100 for the full control effect; nearly all actives have a fitted effect of over 75% in size; some results filed as inactive show a strong effect at the top dose
Target sequence (P49798 whole entry, looked up): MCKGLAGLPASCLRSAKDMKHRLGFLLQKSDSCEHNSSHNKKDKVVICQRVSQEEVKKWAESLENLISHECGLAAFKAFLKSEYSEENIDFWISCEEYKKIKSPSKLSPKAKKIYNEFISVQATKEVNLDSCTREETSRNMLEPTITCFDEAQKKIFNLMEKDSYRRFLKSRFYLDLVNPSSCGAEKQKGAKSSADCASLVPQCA
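MLSMR compounds (23 nl, pin-transferred) preincubated 10 min at room temperature with a 500nM (2x) first reagent, then RGS4 at 900nM (2x) plus Transcreener GDP mix added; fluorescence polarization (620/688 nm) read before and after 90 min at 30 °C.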
The depositor's hits bear a star; ? = inconclusive; nt = no result given; & = joins results of further samples; ! = not confirmed by another sample; [ ] = remark or other dose. Unless noted, calls come from the whole dose curve; as a rule, active = well fitted curve in the direction sought with a large enough effect; inconclusive = small, poorly fitted or top-dose-only effect, or another doubt; inactive = no such curve, though single readings can be large; an effect the other way counts as inactive or inconclusive. A portion of the library (hit frequency here may not be typical).

Order of results – Vif-APOBEC3G blk	ERG Ets-DNA blk	Glioma ERSR ind	D2 agonist	Vif-A3F inh	12-LOX inh	LDHA inh	D2 antagonist	RGS4 inhibitor
- CCN1C(=O)N(S(=O)(=O)C(F)(F)F)[C@@H](c2ccccc2)C(C(=O)OC)=C1C
    1%	1%	-2%	0.4	5%	-25%	-1	-11	8%
- COc1cc(C(=O)NC(=S)Nc2nccs2)cc(OC)c1OC
    -2%	17%	1%	-0.6	18%	-6%	0	8	-16%
- CCOc1ccc(C2c3c(oc4ccccc4c3=O)C(=O)N2c2nnc(C)s2)cc1OC (configuration not stated)
    1%	-3%	-3%	0.8	-6%	-10%	-2	nt	-3%
- O=[N+]([O-])c1cccc(COc2cccc(CN3CCCC3)c2)c1
    3%	18%	-2%	nt	5%	?	-3	nt	-3%
- Cc1ccc(-n2nc3c(=O)n(C(C)C(=O)NC4CC4)nc(C)c3c2C)cc1 (configuration not stated)
    0%	0%	-2%	-0.4	5%	4%	-1	-19	-3%[56.9 µM]
- O=c1[nH]c(CN2CCN(S(=O)(=O)c3ccc4ccccc4c3)CC2)nc2ccccc12
    1%	12%	2%	2.4	1%	3%	-6	2	0%
- COCOCCn1cc(CN2CCS(=O)(=O)N(Cc3ccc(-c4ccc(C)cc4)cc3)C(C)C2=O)nn1 (configuration not stated)
    -1%	nt	1%	nt	-3%	4%	2	nt	nt
- CCCCNC(=O)C1(C)CCCCN1C(=O)c1ccc(OC)c(C(F)(F)F)c1 (configuration not stated)
    2%	nt	-3%	nt	nt	16%	-8	nt	nt
- Cc1cc(N2CCCC2)c(F)cc1/C=C\[N+](=O)[O-]
    ?	2%	2%	-0.9	?	-4%	-2	-2	?
- CC(=O)c1cccc(N(CC(=O)NCCc2ccccc2)C(=O)c2csnn2)c1
    0%	-7%	-1%	0.5	-11%	-8%	-18	-21	39%
- CCN(c1ccccc1)S(=O)(=O)c1ccc(NN)nc1
    2%	5%	-2%	nt	6%	-12%	-1	nt	22%
- CCc1ccc(CN(C)C(=O)CCc2nnc(Cc3cccc(C)c3)o2)nc1
    3%	-3%	0%	-0.1	-23%	6%	0	-17	-13%
- COc1c(F)c(F)c(C(=O)Nc2ccccc2N2CCN(C(C)=O)CC2)c(F)c1F
    1%	5%	-5%	0.5	1%	0%	-1	-15	2%
- O=C(CSc1cc(Cl)ccc1Cl)NCC1CCCO1 (configuration not stated)
    0%	-6%	-4%	0.9	-11%	26%	-1	-4	-3%
- CCC(C)NC(=O)CSc1nc2n[nH]c(C)c2c(=N)n1-c1ccc(C)c(Cl)c1 (configuration not stated)
    -3%	12%	9%	0.0	-2%	-12%	3	nt	10%
- COc1ccc(CCC(=O)OCC(=O)NC2CCCC2)cc1OC
    0%	nt	-2%	nt	3%	0%	-7	nt	nt
- Cc1ccc(S(=O)(=O)NC(C)CCc2ccccc2)cc1 (configuration not stated)
    0%	-6%	-3%	-2.2	0%	-18%	4	1	-19%
- Cc1ccc(S(=O)(=O)N2CCCCC2)cc1NC(=S)NC(=O)c1ccco1
    0%	17%	-4%	-0.5	9%	?	-7	-9	-4%
- CCCNC(=O)c1ccc(Cl)cc1Cl
    2%	-11%	2%	-0.3	6%	0%	-1	7	-28%
- COc1cccc(NC(=S)N2CCC(NC(=O)c3ccco3)CC2)c1
    0%	1%	2%	0.6	3%	-10%	-6	-10	-14%
- CC(Cc1cccs1)NC(=S)Nc1ccccc1 (configuration not stated)
    0%	4%	2%	-0.7	?	?	-10	0	13%
- CCOc1ccc2[nH]c(=S)sc2c1
    4%	nt	2%	nt	nt	35µM*	-16	nt	nt
- COc1ccc(C(OC(=O)c2cccs2)C(=O)NCC2CCCO2)cc1 (configuration not stated)
    0%	nt	0%	0.0	2%	4%	0	25	-25%
- CCCS(=O)(=O)N1CCCC(C(=O)NCCCN2CCN(c3cccc(Cl)c3)CC2)C1 (configuration not stated)
    0%	-17%	0%	48*	-5%	0%	-3	51*	21%
- CCOc1ccccc1NC(=S)N1CCN(c2ccc(OC)cc2)CC1
    0%	12%	-4%	-0.8	0%	?	-1	3	21%
- O=C(CSc1ccccc1F)NC(=O)c1ccc(Cl)cc1
    0%	3%	-5%	nt	5%	?	-3	nt	3%
- Clc1ccccc1/C=C/c1ccnc2ccccc12
    -6%	-2%	?	-1.6	-6%	-28%	1	7	-9%
- O=C(COC(=O)c1cccc(-n2cnnn2)c1)c1ccc(Br)cc1
    -4%	-3%	6%	-0.9	9%	4%	-3	1	-3%
- COC(=O)[C@H](Cc1ccccc1)NC(=O)[C@@H]1C[C@H]1[C@@H](NC(=O)OCc1ccccc1)c1ccccc1
    2%	7%	?	-0.7	0%	2%	-13	1	18%
- CCOC(=O)c1sc2ccccc2c1S(=O)(=O)Nc1ccc(OC)c(Cl)c1
    -14%	2%	-2%	0.2	-14%	?	4	nt	-36%
- C=CCOc1ccccc1CN1CCC(C(=O)Nc2cccc(-c3ccn[nH]3)c2)CC1
    4%	-10%	1%	0.6	3%	2%	-2	92*	11%
- COc1cc2c(c(OC)c1OC)-c1ccc(NCc3ccccc3)c(=O)cc1C(NC(C)=O)CC2 (configuration not stated)
    ?	nt	-6%	nt	-13%	-20%	0	nt	nt
- COc1cc(Nc2cccc[n+]2C)cc(OC)c1OC
    0%	-3%	-5%	3.1	0%	0%	13	6	-15%
- Nc1c(N(CCO)C(=O)c2ccccc2OCc2ccccc2Cl)c(=O)[nH]c(=O)n1Cc1ccccc1
    0%	nt	0%	nt	-2%	-27%	-8	nt	-42%
- CC1CCCN(C(=O)COC(=O)COc2ccc(Cl)cc2)C1 (configuration not stated)
    0%	-5%	-5%	nt	9%	-2%	-2	nt	21%
- CC(NC(=O)CN1CCc2ccccc21)c1ccccc1 (configuration not stated)
    2%	-2%	-5%	0.0	0%	-25%	-3	6	5%
- O=C(O)c1ccccc1-c1c2cc(I)c(=O)c(I)c-2oc2c(I)c(O)c(I)cc12
    -1%&0%	-5%	-4%&-5%&-5%	nt	-24%	35µM*!	-13&-6	nt	?
- CC1=C(C(=O)OC(C)C)C(c2coc3ccccc3c2=O)C2=C(CCCC2=O)N1 (configuration not stated)
    -8%	-7%	1%	-0.4	2%	24%	-5	-11	-5%
- Cc1nc(C)n(CC(O)COc2ccc3c(c2)CCC3)n1 (configuration not stated)
    1%	nt	-1%	0.9	-3%	-3%[57.4 µM]	-5	-2	-17%
- c1ccc(-c2ncc3c(ccc4ccccc43)n2)cc1
    0%	1%	-7%	0.5	-2%	8%	-3	19	-3%
- Cc1ccc(NC(=O)CN2C(=O)C(c3ccc(F)cc3)=NC23CCCCC3)c(C)c1
    nt	0%	nt	nt	nt	-5%	-4	nt	-3%
- Cc1ccc(-n2c(N)c(C#N)c(-c3ccc(Cl)cc3)c(C#N)c2=O)cc1
    -7%	-2%	-3%	0.8	-10%	0%	2	-1	0%
- CC(C)Oc1ccc(S(=O)(=O)N2CCOCC2)cc1NC(=O)Cc1ccsc1
    -4%	0%	-4%	nt	-4%	3%	-6	nt	3%
- CSc1ccc(/C=C/C(=O)N2CCN(c3ccccn3)CC2)cc1
    -2%	2%	3%	0.7	-1%	nt	-1	14	2%
- CC1=C(C(=O)Nc2cccc(C(=O)NC(C)C)c2)SCCO1
    -10%	-7%	-8%	-0.7	-25%	-1%	-5	14	-12%
- COC(=O)c1c(NC(=O)c2ccccc2F)sc2c1C(C(=O)OC)CC2 (configuration not stated)
    0%	13%	-2%	0.3	-18%	-3%	-2	-5	-1%
- CCOC(=O)c1cc(S(=O)(=O)Nc2cccc(OC)c2)cn1C
    3%	6%	-3%	-0.3	-3%	31%[activator]	-2	-6	18%
- COCCOC(=O)c1[nH]c2c(c1C)C(=O)CC(c1ccc(N(C)C)cc1)C2 (configuration not stated)
    0%	-14%	-2%	-0.6	-2%	0%	6	16	-23%
- CCCCN(C(=O)c1ccc(OC(F)(F)F)cc1)c1c(N)n(CCC)c(=O)[nH]c1=O
    1%	8%	-5%	-0.8	-10%	-27%	-8	5	1%
- Cn1c(=O)n(CC#N)c2ccccc21
    3%	3%	-2%	0.5	-5%	-18%	-13	-22	-13%

Later entries:
Order of results – Vif-APOBEC3G blk	ERG Ets-DNA blk	Glioma ERSR ind	D2 agonist	Vif-A3F inh	12-LOX inh	LDHA inh	D2 antagonist	RGS4 inhibitor
- Cc1ccc(Cl)cc1NC(=O)C1CCN(S(C)(=O)=O)CC1
    0%	2%	0%	-0.3	-1%	-6%	-4	20	-11%
- CC(C)(C)OC(=O)N1CCC(c2c(C(=O)N3CCN(c4ccccc4F)CC3)cnn2-c2ccccc2Cl)CC1
    -5%	3%	-3%	0.1	1%	3%	-2	nt	-6%
- COc1ccc(-c2[nH]ncc2CN2CCC(N3CCSCC3)CC2)c(F)c1
    0%	0%	-6%	1.0	-2%	-6%	-7	2	-9%
- CCOC(=O)C1CCN(c2cc(=O)n(C3CCCCC3)c(=O)[nH]2)CC1
    -8%	0%	-1%	nt	0%	37%[activator]	4	nt	-5%
- CC1CCN(C(=O)C2CCN(C(=O)c3ccc(C(C)(C)C)cc3)CC2)CC1
    -1%	2%	-2%	0.0	-20%	-17%	-10	-23	-7%

Compound activity as filed in PubChem BioAssay.
